MgcRacGAP inhibition – MgcRacGAP GTPase-activating activity inhibitors, confirmation, biochemical, ADP Hunter fluorescence. inhibition, % at 30 µM; hits with a dose series show IC50 in µM. MgcRacGAP-stimulated Rac1 GTP hydrolysis, ADP Hunter fluorescence; higher % means a stronger effect; GST-tagged Rac1 F28L mutant substrate. 0.6% of 340,000 active;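 active = first-screen hits whose inhibition reached a set limit at any dose in the follow-up dose series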;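 also: fluorescence reports GDP produced by GAP-driven GTP hydrolysis; strong numbers were not always called active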
NTR1 ag – NTR1-driven beta-arrestin-GFP spot formation – imaging, U2OS cells, high content, primary screen (AID 493036); P30989; agonist mode; activation, % at 20 µM; 0.17% of 330,000 active;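 active = activation at or above 40% of the spot to cytoplasm intensity ratio, with at least 20 cells analyzed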;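 also: 0% = DMSO without peptide and 100% = 100 nM NTR1 peptide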
Target sequence (P30989 whole entry, looked up): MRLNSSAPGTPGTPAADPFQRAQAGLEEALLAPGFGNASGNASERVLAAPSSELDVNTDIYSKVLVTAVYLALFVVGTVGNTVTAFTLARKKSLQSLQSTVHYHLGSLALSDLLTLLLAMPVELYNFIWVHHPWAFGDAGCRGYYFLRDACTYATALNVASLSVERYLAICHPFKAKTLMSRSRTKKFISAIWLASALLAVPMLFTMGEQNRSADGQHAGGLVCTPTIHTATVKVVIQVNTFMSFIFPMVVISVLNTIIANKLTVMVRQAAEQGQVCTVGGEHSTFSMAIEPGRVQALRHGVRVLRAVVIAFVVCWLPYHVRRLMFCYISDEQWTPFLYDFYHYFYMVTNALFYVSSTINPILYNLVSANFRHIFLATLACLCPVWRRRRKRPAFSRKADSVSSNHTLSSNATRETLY
K1F lysis inhibition – protection from phage-mediated lysis, alamar blue read-out – E. coli UTI89, K1F phage, bacterial capsule biogenesis inhibitors (AID 488966); E. coli UTI89 K1F phage lysis, alamar blue, 2 h; higher % means a stronger effect; 0.02% of 340,000 active; inhibition, % at 100 µM; hits with a dose series show IC50 in µM;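 active = phage lysis inhibition, versus mean bacterial control, above a set limit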;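 also: capsule biogenesis inhibitors block K1F phage lysis so surviving cells raise fluorescence; higher fluorescence means more inhibition of phage lysis; actives were called in the ten point dose series up to 300 µM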
NTR1 ag cell count 20 µM – second read-out of NTR1 ag, no call of its own (marks repeat the call); cell count; measured here: cell count, cytotoxicity flag
* marks the source's active call; other numbers are inactive results; [ ] = dose if it differs, or a comment.

SMILES	MgcRacGAP inhibition	NTR1 ag	NTR1 ag cell count 20 µM	K1F lysis inhibition
COc1ccc(CN(C)C(=O)CCN(c2ccccc2)S(=O)(=O)c2ccc(C)cc2)c(OC)c1	4%	2.0	70	-0.5%
O=C(COC(=O)/C=C/c1ccc(OC(F)F)cc1)NC1CCCCC1	-2%	-1.4	55	1.2%[50 µM]
c1ccc(CCc2cc3ccccc3[nH]2)cc1	8%	3.9	67	-0.5%
COc1c(O[C@@H]2O[C@H](CO)[C@@H](O)[C@H](O)[C@H]2O)cc2c(c1OC)-c1ccc(SC)c(=O)cc1C(NC(C)=O)CC2 (stereo not given in full)	-10%	2.2	60	-0.4%
COc1cc(-c2noc(C)c2C(=O)NCC[C@@H]2CCCN2C)cc(OC)c1OC	-2%	-2.3	57	0.3%
C[C@H](CO)N1C[C@H](C)[C@@H](CN(C)C(=O)NC2CCCCC2)Oc2c(NC(=O)Cc3ccccc3)cccc2C1=O	8%	-2.8	60	0.1%
COc1ccc(NC(=O)COc2ccccc2Cc2ccccc2)cc1S(=O)(=O)N1CCOCC1	11%	-0.1	62	-0.1%[50 µM]
CCN(CC)C(=O)CSc1nnc(SC(C)C(=O)NC2CC2)s1 (stereo not given)	9%	1.0	61	0.3%[50 µM]
Cc1c(C(=O)OCC(=O)NCCc2ccc(S(N)(=O)=O)cc2)oc2ccccc12	5%	1.6	61	0.4%[50 µM]
CCN(CC(=O)NCc1cccs1)C(=O)c1ccc(S(=O)(=O)Nc2ccccc2Cl)cc1	3%	-1.4	97	0.7%[50 µM]
CCN1CCN(c2ccc(S(=O)(=O)N3CCOCC3)cc2NC(=O)/C=C/c2ccc([N+](=O)[O-])cc2)CC1	-3%	2.4	43	0.4%[50 µM]
CN(C)S(=O)(=O)c1ccc(SCC(=O)N2CC(=O)Nc3ccccc32)nc1	3%	-1.1	48	0.4%[50 µM]
COc1ccc(O)c(C(=O)c2cnn(S(=O)(=O)c3ccc(C)cc3)c2)c1	4%	-2.2	50	0.2%[50 µM]
CCOC(=O)c1c(-c2ccco2)csc1NC(=O)COC(=O)c1cnccn1	16%	-0.7	52	-1.4%
Cc1cc(S(=O)(=O)N2CCCCC2CCNC(=O)C(=O)NCC2CCCO2)ccc1F (stereo not given)	12%	0.3	39	-0.6%
CCCCN1CCN=C1N(C)C	6%	-2.7	96	2.7%
O=C(NC1CC1)c1cccc2c1C(=O)c1ccc(N3CCC(Cc4ccccc4)CC3)cc1S2(=O)=O	5%	-1.6	46	0.7%
CCN(CC)S(=O)(=O)c1ccc2[nH]c(=O)cc(C(=O)N(C)C3CCS(=O)(=O)C3)c2c1 (stereo not given)	4%	-0.3	59	0.7%[50 µM]
CCCNC(=O)COC(=O)C1CCN(S(=O)(=O)c2ccc3c(c2)OCCO3)CC1	2%	2.2	49	0.8%[50 µM]
CCN(C[C@H]1N[C@@](C)(C(=O)OC)[C@H]2C(=O)N(Cc3ccccc3)C(=O)[C@@H]12)S(=O)(=O)c1ccccc1	11%	1.6	36	0.1%
O=C(NC1CC1)c1cccc(NC(=O)c2cn3ccccc3n2)c1	4%	0.6	66	0.1%[50 µM]
CCOC(=O)[C@H]1[C@H]2COc3cc(OC)ccc3[C@@H]2N2C(=O)c3cc(OC)c(OC)cc3NC(=O)[C@@]12C	7%	-3.8	85	1.0%
COc1ccc2c(c1)[C@H]1[C@H](CO2)[C@H](c2ccccc2)[C@]2(C)C(=O)Nc3ccc(C)cc3C(=O)N12	6%	-0.6	54	3.0%
Cc1nc2nc(-c3cccs3)[nH]c2cc1Br	11%	-0.1	61	0.7%
CCN(Cc1ccc(N(C)C)cc1)C(C)C(=O)Nc1ccc(S(=O)(=O)N2CCCC2)cc1 (stereo not given)	4%	0.4	72	0.6%[50 µM]
CC(C)(CNC(=O)c1ccc(S(=O)(=O)Nc2ccccc2F)cc1)N1CCOCC1	-1%	2.1	40	-1.6%
Cc1ccc(C(=O)NCC(=O)OCC(=O)N2CC(C)OC(C)C2)cc1 (stereo not given)	2%	1.2	43	0.6%[50 µM]
Cc1ccc(NC(=O)CSc2nc(=O)n(CCCN3CCOCC3)c3c2CCCC3)cc1F	4%	-0.6	64	1.1%[50 µM]
O=C(CN1CCN(CC(=O)Nc2cccc(F)c2)CC1)NCC1(N2CCOCC2)CCCCC1	-7%	0.9	46	0.2%[50 µM]
Cc1ccc(C(=O)OC(C)C(=O)Nc2ccc3c(c2)OCO3)c(O)c1 (stereo not given)	8%	3.5	42	-0.5%
Cc1ccc(C(C)NC(=O)COC(=O)C2=COCCO2)cc1C (stereo not given)	0%	-0.2	95	0.5%[50 µM]
CC(=O)c1cccc(NC(=O)C(C)OC(=O)CCCN=C2NS(=O)(=O)c3ccccc32)c1 (stereo not given)	4%	-0.2	49	1.3%[50 µM]
Fc1ccc(-c2nnc(-n3nnc4ccccc43)c3ccccc23)cc1	4%	2.5	77	0.1%
N#CCC(=O)Nc1ccc(C(=O)OCC(=O)N=c2sccn2Cc2ccccc2Cl)cc1	6%	1.0	51	0.0%[50 µM]
Cc1ccnc(NC(=O)CCC(=O)c2cccs2)c1	9%	0.6	66	0.6%[50 µM]
COCCCN(C(=O)CSCC(=O)Nc1cccc(C)c1)c1c(N)n(Cc2ccccc2)c(=O)[nH]c1=O	9%	0.8	80	0.4%[50 µM]
Cn1c(SCC(=O)NC2CCS(=O)(=O)C2)nnc1-c1ccco1 (stereo not given)	-4%	0.0	44	0.5%[50 µM]
COc1cc(N)c(Cl)cc1C(=O)OCC(=O)N1CCCCCC1	3%	-1.4	44	0.6%[50 µM]
COc1cc(C(=O)NNC(=O)COc2ccccc2Cl)ccc1OCC(=O)N1CCOCC1	0%	-1.9	59	1.0%[50 µM]
CC[C@@]12C(=O)N(c3cccc(F)c3)C(=O)N1[C@H](c1ccc(Cl)cc1)[C@@H]1C(=O)N(C3CCCCC3)C(=O)[C@@H]12	3%	3.7	101	3.8%

By substructure: those above with a furan ring, fused or not
SMILES	MgcRacGAP inhibition	NTR1 ag	NTR1 ag cell count 20 µM	K1F lysis inhibition
Cc1c(C(=O)OCC(=O)NCCc2ccc(S(N)(=O)=O)cc2)oc2ccccc12	5%	1.6	61	0.4%[50 µM]
CCOC(=O)c1c(-c2ccco2)csc1NC(=O)COC(=O)c1cnccn1	16%	-0.7	52	-1.4%
Cn1c(SCC(=O)NC2CCS(=O)(=O)C2)nnc1-c1ccco1 (stereo not given)	-4%	0.0	44	0.5%[50 µM]

Other records
SMILES	MgcRacGAP inhibition	NTR1 ag	NTR1 ag cell count 20 µM	K1F lysis inhibition
Cc1c(C)n2c(SCC(=O)N3CCCC3)nnc2[nH]c1=O	2%	0.0	56	-0.6%
CCN(CC(=O)Nc1ccccc1OC)C(=O)/C=C/c1cccs1	3%	0.4	56	0.7%[50 µM]
CC(Oc1ccccc1)C(=O)NC1CCSc2ccccc21 (stereo not given)	-2%	-1.2	54	0.4%[50 µM]
CCOc1ccc(NC(=O)CN(C)C(=O)c2cccc3ccccc23)cc1OCC	2%	-0.5	76	0.0%[50 µM]
COc1ccc(NC(=O)CCCc2nc3ccccc3c(=O)[nH]2)cc1Cl	-1%	-1.3	61	-2.7%
O=C(c1ccc(=O)[nH]n1)N1CCN(S(=O)(=O)c2ccccc2F)CC1	2%	5.9	52	0.7%[50 µM]
CCc1noc(C)c1C(=O)Nc1nc(-c2ccc(OC)c(OC)c2)cs1	13%	6.5	73	0.9%[50 µM]
Cc1ccc(CN2CC(=O)N3[C@H]4c5cc(C)ccc5OC[C@@H]4[C@H](c4ccccc4)[C@]3(C)C2=O)cc1	2%	4.2	47	1.6%
Cc1ccc(S(=O)(=O)NCCC(=O)NCC(c2cccs2)N(C)C)cc1C (stereo not given)	5%	0.0	57	0.1%[50 µM]
CCOC(=O)C1=C(COC(=O)/C=C/c2cccc(F)c2)NC(=O)NC1C (stereo not given)	-2%	-1.1	51	2.1%
COc1cc(SC)ccc1C(=O)N1CCN(S(=O)(=O)/C=C/c2ccccc2)CC1	3%	1.4	58	-0.2%[50 µM]
c1ccc2c(c1)c1cccc3ccc4cccc2c4c31	-1%	2.1	74	-1.5%
CN(C)CCCN(C(=O)c1nc2ccccc2s1)c1nc2ccc(F)cc2s1	15%	1.3	65	-0.6%[50 µM]
Cc1csc(NC(=O)c2ccc(C)s2)n1	5%	0.9	50	-0.5%
O=C(NNC(=O)c1ccccc1O)c1ccc(Cl)c(S(=O)(=O)N2CCCCC2)c1	5%	1.5	94	0.7%[50 µM]
CC[C@@]1(C(=O)OC)N[C@H](CN(C)C(=O)c2ccc(C(C)(C)C)cc2)[C@@H]2C(=O)N(Cc3ccccc3)C(=O)[C@@H]21	10%	4.7	51	0.4%
COc1cccc(N2CCN(C(=O)c3cn(Cc4ccccc4)nc3-c3cccnc3)CC2)c1	8%	2.5	67	0.4%[50 µM]
CC(C)N(C(=O)[C@H]1CC(CC(=O)NCCc2ccccn2)C(=O)N2CCc3c([nH]c4ccccc34)[C@]12C)C(C)C (stereo not given in full)	3%	-1.8	44	0.2%
O=C(COC(=O)/C=C/c1ccc(Cl)cc1)NC1CC1	-1%	-0.1	30	0.3%[50 µM]
COC(=O)[C@H](Cc1ccc(O)cc1)NC(=O)Cn1cnc2c(SC)nc(N)nc21	4%	0.0	62	0.2%

Full records, quoted from the list. Order of values: MgcRacGAP inhibition	NTR1 ag	NTR1 ag cell count 20 µM	K1F lysis inhibition
`Cc1ccc(C(C)NC(=O)COC(=O)C2=COCCO2)cc1C` (stereo not given) is listed with 0%	-0.2	95	0.5%[50 µM]
`CCN(CC(=O)Nc1ccccc1OC)C(=O)/C=C/c1cccs1` is listed with 3%	0.4	56	0.7%[50 µM]
`COc1cccc(N2CCN(C(=O)c3cn(Cc4ccccc4)nc3-c3cccnc3)CC2)c1` is listed with 8%	2.5	67	0.4%[50 µM]

Further records follow.
SMILES	MgcRacGAP inhibition	NTR1 ag	NTR1 ag cell count 20 µM	K1F lysis inhibition
COc1ccc(OC)c(-c2csc(NC(=O)COC(=O)c3ccc(NC(=O)CC#N)cc3)n2)c1	5%	0.3	62	0.1%[50 µM]
COc1ccc(NS(=O)(=O)c2cccc(C(=O)NNC(=O)c3ccc(NC(C)=O)cc3)c2)cc1	14%	0.6	44	-1.0%
COc1ccc(OC)c(CN2CCN(C(=O)CNC(=O)c3cc(C)cc(C)c3)CC2)c1	-2%	3.3	49	-0.1%[50 µM]
CN(CC(=O)Nc1cccc(F)c1)C(=O)CSc1ccc(Br)cc1	7%	2.4	59	0.3%[50 µM]
O=C(COC(=O)c1ccc(O)cc1)Nc1cccc(S(=O)(=O)NC2=NCCC2)c1	6%	-1.5	68	0.6%[50 µM]
C=CCN1C(=O)c2ccc(C(=O)N(C)CC(=O)Nc3c(C)cccc3C)cc2C1=O	0%	1.1	58	1.3%[50 µM]
Cc1ccc(NC(=O)C(c2ccccc2)N2CCN(C(=O)c3ccco3)CC2)cc1 (stereo not given)	5%	-1.1	42	-0.4%[50 µM]
CCN(CC)S(=O)(=O)c1ccc(N2CCOCC2)c(NC(=O)c2ccco2)c1	-3%	-0.4	71	-1.8%
CSCCC(NC(=O)c1ccc(Cl)cc1Cl)C(=O)NCc1ccncc1 (stereo not given)	2%	-1.4	54	0.4%[50 µM]
CC(C)n1ncc2c(C(=O)N3CCN(Cc4ccc(Br)s4)CC3)cc(C3CC3)nc21	-3%	8.4	53	-0.2%[50 µM]
COC(=O)CCNC(=O)CCc1ccc(S(=O)(=O)N2CCCCCC2)cc1	3%	3.2	60	0.5%[50 µM]
OCCCn1c(C2CCCN2c2nc(-c3ccc(Cl)cc3)cs2)nc2cc(Cl)c(Cl)cc21 (stereo not given)	2%	6.4	82	3.4%
Cc1ccc(NC(=O)c2ccc3c(=O)n4c(nc3c2)CCC4)cc1F	6%	26	53	-0.1%
CC(C)n1ncc2c(C(=O)NCCc3ccc(F)cc3)cc(C3CC3)nc21	5%	4.1	57	-0.2%[50 µM]
O=C(OCC(=O)c1ccccc1)C1=NN(c2ccccc2)C(=O)CC1	5%	-0.8	65	0.4%[50 µM]
COCCn1c(N)c(N(Cc2ccccc2)C(=O)COc2ccccc2F)c(=O)[nH]c1=O	3%	0.2	84	1.7%[50 µM]
CCCCn1c(N)c(N(Cc2ccccc2OC)C(=O)COc2cc(C)ccc2Cl)c(=O)[nH]c1=O	0%	-0.8	63	-0.1%[50 µM]
CC1(c2cccc(Br)c2)NC(=O)N(CC(=O)N2CCc3ccccc32)C1=O (stereo not given)	1%	4.9	49	0.1%[50 µM]
CCCCCCCCCCCCN1[C@@H](CC(C)=O)c2cc(F)ccc2S1(=O)=O	8%	4.0	93	0.1%
CC(C)[C@H](NC(=O)c1ccccc1)C(=O)OCC(=O)c1c(N)n(C)c(=O)n(C)c1=O	8%	-2.1	45	0.6%[50 µM]

Screens (PubChem BioAssay)

Not all compounds are listed, so the mix of outcomes need not match the whole.
